GAA glycogen mod: alters human alpha-glucosidase cleavage of glycogen; P10253; recombinant GAA, glycogen substrate, Amplex Red glucose oxidase fluorescence; Potency, µM (top dose mostly 76.4 µM), for inactives: at the highest dose activity change, negative = inhibition, most hits filed as inhibitors; 300,000 compounds, 0.38% hits; AID 2100;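 further: 0% = full enzyme reaction and -100% = no-enzyme basal signal; the screen sought inhibitors and activators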
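Recombinant enzyme (4 nM final) with compounds titrated up to 77 uM and bovine liver glycogen (30 ug) in citrate pH 5.0, 0.01% Tween-20, 37 C 40 min. Released glucose detected by Amplex Red/glucose oxidase (Ex 573/Em 610); AC50 from Hill fits.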
TRb SRC2 PPI: disrupts binding of human TR beta to SRC2. P10828. TRbeta-SRC2 peptide binding, fluorescence polarization; receptor liganded with 1 µM T3. Potency, µM (series often up to 106 µM), inactives show at the top dose activity change, negative = inhibition, actives largely listed as inhibitors. 280,000 compounds, 0.065% hits. AID 1469;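 further: plate controls were bound peptide for no effect and peptide without receptor for full effect; nearly all actives have a fitted effect of over 50% in size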
Target sequence (P10828 whole entry, looked up): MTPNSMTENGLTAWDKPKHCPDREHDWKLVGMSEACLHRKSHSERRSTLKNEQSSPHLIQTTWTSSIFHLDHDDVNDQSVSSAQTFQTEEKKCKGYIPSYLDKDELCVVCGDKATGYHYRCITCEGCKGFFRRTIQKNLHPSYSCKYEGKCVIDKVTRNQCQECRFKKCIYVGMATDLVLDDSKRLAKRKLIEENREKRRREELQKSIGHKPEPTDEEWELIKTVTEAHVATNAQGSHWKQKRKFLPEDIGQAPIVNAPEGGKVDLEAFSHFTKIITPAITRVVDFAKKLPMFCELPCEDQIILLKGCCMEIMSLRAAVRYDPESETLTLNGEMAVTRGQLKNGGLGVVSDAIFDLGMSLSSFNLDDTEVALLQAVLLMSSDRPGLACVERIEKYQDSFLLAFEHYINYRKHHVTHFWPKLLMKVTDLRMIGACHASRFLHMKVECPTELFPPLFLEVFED
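Decrease in fluorescence polarization of 20 nM Texas Red SRC2 coactivator peptide flagged inhibition of its binding to 0.6 uM TRb LBD; 1 uM T3 included, incubation 5 hr, ex 555/em 632 nm.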
TR SRC2 fluor cs: Texas Red fluorescence interference in TRb-SRC2 counter-screen. TRb/SRC2 Texas Red total fluorescence interference. Potency, µM (highest dose often 106 µM), for inactives: top-dose fluorescence change, negative = quenching. 280,000 compounds, 0.29% hits. AID 1479; active means well fitted curve in either direction with a large enough effect; inconclusive means small, poorly fitted or top-dose-only effect
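Human TRβ ligand-binding domain (0.6 uM) and Texas Red SRC2 peptide (20 nM) in Tris buffer with 1 uM T3 and 5% DMSO were incubated with pinned compound for 5 hr at ambient temperature. Total fluorescence was computed as S + 2P (555/632 nm).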
aGlu spleen mod: inhibitors or activators of human alpha-glucosidase in spleen homogenate. Potency, µM (highest dose often 79.9 µM), inactives show top-dose activity change, negative = inhibition, actives largely listed as inhibitors. human spleen homogenate, 4-MU-alpha-glucoside fluorescence. 240,000 compounds, 0.006% hits. P10253;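 further: 0% = enzyme with vehicle and -100% = no enzyme basal signal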
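Compounds were titrated against alpha-glucosidase in spleen homogenate at pH 5.0, with 1 mM 4-methylumbelliferyl substrate for 40 min at 37 C. Reactions were quenched with pH 10 NaOH/glycine and fluorescence measured.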
GoLoco inh red: inhibitors of human Gai1-RGS12 GoLoco interaction (red fluorophore); P63096; Gai1:RGS12 GoLoco peptide FP, rhodamine, 10 min; Potency, µM (series often up to 61.6 µM), for the others: at the top dose activity, negative = inhibition, hits mostly inhibitors; 230,000 compounds, 0.44% hits; AID 880; active means well fitted inhibition curve with a large enough effect, not every such curve was filed as active; inactive means no such curve, though single readings can be large or run the other way; further: nearly all actives have a fitted effect of over 30% in size; many of its hits are not listed in these tables
Target sequence (P63096 whole entry, looked up): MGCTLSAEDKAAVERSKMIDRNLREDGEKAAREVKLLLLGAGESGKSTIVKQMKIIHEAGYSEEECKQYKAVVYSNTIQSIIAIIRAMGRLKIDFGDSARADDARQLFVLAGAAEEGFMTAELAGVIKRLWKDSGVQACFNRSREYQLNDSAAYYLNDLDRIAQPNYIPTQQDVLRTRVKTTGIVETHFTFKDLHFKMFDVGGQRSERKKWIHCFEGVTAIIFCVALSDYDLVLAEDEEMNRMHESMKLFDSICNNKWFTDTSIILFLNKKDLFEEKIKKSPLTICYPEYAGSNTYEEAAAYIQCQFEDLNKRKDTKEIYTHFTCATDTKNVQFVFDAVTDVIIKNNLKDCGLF
GAA inh: blocks human lysosomal alpha-glucosidase | purified human GAA, 4-MU-alpha-glucoside fluorescence | Potency, µM (series often up to 76.9 µM), inactives show at the top dose activity change, negative = inhibition, usual class: inhibitors | P10253 | AID 1466 | 200,000 compounds, 0.005% hits;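 further: plate controls were uninhibited enzyme wells for no effect and no-enzyme background for full effect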
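Compounds are titrated up to 77 uM against 4 nM human enzyme. Substrate 4-methylumbelliferyl-alpha-D-pyranoside (400 uM) reacts 20 min at room temperature in pH 5.0 buffer; liberated 4-methylumbelliferone is read at 440 nm.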
RECQ1 inh: inhibitors of human RECQ1 DNA helicase | Potency, µM (doses to about 57.3 µM), inactives show at the highest dose activity, negative = inhibition, usual class: inhibitors | RECQ1 DNA unwinding, red fluorescence kinetic read | AID 2549 | P46063 | 240,000 compounds, 0.54% hits;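 further: plate controls were vehicle for no effect and no enzyme for full effect; nearly all actives have a fitted effect of over 30% in size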
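RECQ1T1 50 nM; forked duplex (20 bp + 30-nt ss tails) 200 nM, ATP 2 mM final; pH 8.0, 2 mM MgCl2, 2.5 ug/ml poly(dI-dC); 15 min compound preincubation; discontinuous kinetic read over 2 h at RT.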
L3MBTL1 block: inhibitors of human L3MBTL1; Q9Y468; AlphaScreen L3MBTL1–H3K9me1 peptide binding; Potency, µM (titrated, usually from 57.1 µM), without a hit: at the highest dose activity, negative = inhibition, hits mostly inhibitors; 230,000 compounds, 0.66% hits; AID 485360; further: nearly all actives have a fitted effect of over 60% in size
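AlphaScreen assay: L3MBTL1 (50 nM final) was preincubated 30 min at room temperature with biotinylated H3(1-15)K9me1 peptide (75 nM final), then 30 min with library compounds; streptavidin donor and nickel chelate acceptor beads (10 ug/mL final) added, 30 min dark.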
Starred values were filed as active, the others as inactive; i = inactive; ? = inconclusive; . = no result given; & = joins results of further samples; [ ] = another dose, or the depositor's remark. Unless noted, the call rests on the fitted dose curve; in most records, active means well fitted curve in the direction sought with a large enough effect; inconclusive means small, poorly fitted or top-dose-only effect, or another doubt; inactive means no such curve, though single readings can be large; an effect the other way counts as inactive or inconclusive. Unless noted, on the % scale 0 is the no-effect control and ±100 the full control effect; potency means the concentration at half of the fitted maximal effect. This is a subset; count on the stated rates, not on these rows.

SMILES	GAA glycogen mod	TRb SRC2 PPI	TR SRC2 fluor cs	aGlu spleen mod	GoLoco inh red	GAA inh	RECQ1 inh	L3MBTL1 block
Cc1ccc(N(C(=O)Cn2nnc(-c3cccs3)n2)C(C(=O)NC2CCCC2)c2ccncc2)cc1 (centres undefined)	1%	-1%	-1%	-12%	2%	6%	-14%	1%
CCn1c(SCC(=O)c2ccc(Cl)cc2)nnc1C(C)C	-6%	0%	-2%	-7%	4%	-3%	-12%	-2%
Cc1nn(C)cc1/C=N/NC(=O)Cn1cncn1	7%	-4%	-6%	-6%	-7%	.	-3%	-2%
COc1ccccc1NCC(=O)N/N=C(\C)c1ccc(Br)s1	-2%	-4%	2%	6%	-7%	4%	-3%	0%
COC(=O)CN1C(=O)N/C(=C/c2ccc(C)o2)C1=O	-4%	-3%	-2%	-6%	-18%	?	-5%	.
CCCC1(C(=O)OC)NC(c2ccco2)C2C(=O)N(c3ccc(C)cc3)C(=O)C21 (centres undefined)	-2%	0%	-1%	3%	.	2%	1%	0%
CCOC(=O)c1ccc(N(C(=O)c2cnccn2)C(C(=O)NC2CCCCC2)c2cn(C)nc2C)cc1 (centres undefined)	-14%	-6%	-4%	-15%	-13%	-3%	i	50%[activator]
COc1ccccc1-n1c(C)cc(C=O)c1C	2%	-2%	-7%	1%	11%	1%	-8%	.
COc1ccc(C(=O)Nc2nnc(S(=O)(=O)N3CCCCCC3)s2)cc1OC	16%&14%[76.3 µM]	1%	-25%	.	.	.	.	4%
CCNc1nc(NCC)n2c(SC(C(=O)Nc3cc(Cl)cc(Cl)c3)c3ccccc3)nnc2n1 (centres undefined)	-9%	-3%	2%	2%	-12%	11%	-15%	5%
O=C1CC(Sc2ncccc2C(=O)O)C(=O)N1 (centres undefined)	6%	3%	-1%	-4%	-9%	-2%	-5%	-8%
Cc1cc[n+](-c2[nH]c(=O)sc2/C=N/NC([S-])=Nc2ccccc2)cc1C	-12%	-2%	1%	2%	8%	-10%	-12%	-25%
Cc1nc2c(ccc3nc(NC(=O)c4ccc5c(c4)OCCO5)sc32)s1	0%	1%	-4%	2%	13%	-9%	20µM*	-5%
Cc1ccccc1/C=N/n1c(-c2cc(-c3ccccc3)n[nH]2)n[nH]c1=S	-1%	5%	1%	2%	2%	.	-18%	.
Brc1ccc(-c2nc(-c3cccnc3)no2)o1	11%	-5%	-4%	6%	4%	-8%	6%	-7%
CC1=C(C)CC(C(=O)NNC(=O)c2csc(C)c2C)C(C(=O)O)C1 (centres undefined)	9%	-4%	-1%	-8%	11%	-3%	-9%	10%
COc1ccc(/C(C)=N/NC(=O)OC(C)(C)C)cc1[N+](=O)[O-]	3%	-3%	0%	-4%	-2%	.	-12%	0%
O=C(CCc1nc2ccccc2[nH]1)Nc1ccccc1F	16%	0%	4%	-6%	8%	.	i	13%
CC(C)Oc1cccc(C(=O)C2CCCN(Cc3cnn(C(C)C)c3)C2)c1 (centres undefined)	12%	-3%	0%	1%	16%	5%	19%	8%
COc1ccc(NC(C)C(=O)N/N=C/c2ccccc2OCc2cccc(Br)c2)cc1 (centres undefined)	-7%	0%	-1%	-2%	-7%	-2%	-12%	?
COc1ccc(S(=O)(=O)N(CC(=O)NC(C)C)Cc2ccccc2)cc1	9%	-6%	-3%	-1%	-1%	-2%	5%	.
COc1ccc2c(-c3ccccc3)cc(SCC(=O)N(C)C3CCS(=O)(=O)C3)nc2c1 (centres undefined)	-12%	-3%	-2%	8%	0%	-8%	1%	-1%
COc1ccc(N=[N+]([O-])c2ccc(OC)cc2)cc1	.	15%	-1%	-8%	-2%	.	-9%	.
O=C(CSc1nnc(SCc2ccccc2Cl)s1)N/N=C/c1ccc(C(=O)O)cc1	5%	-5%	-4%	-5%	4%	.	-6%	-9%
Cc1ccc2[nH]c3c(c2c1)CN(C(=O)CN1CCCc2ccccc21)CC3	20%	-15%	6%	2%	56%[activator]	-11%	-9%	12%
CC1CCCCN1Cc1ccc(-c2nnn(CC(=O)NC3CCCCC3)n2)cc1 (centres undefined)	3%	-21%	-2%	?	7%	0%	4%	1%
COc1ccccc1/C=N/NC(=S)NCc1ccco1	-7%	5%	-1%	0%	5%	.	2%	-19%
O=C(COC(=O)c1ccccn1)Nc1ccc2c(c1)OCO2	-10%	-3%	-2%	1%	15%	11%	i	-2%
Cc1nc(-c2ccc(Cl)cc2)sc1C1(C)CC(c2ccccc2F)=NO1 (centres undefined)	-2%	4%	-1%	1%	4%	.	i	.
CCc1ccccc1N(CC(=O)O)S(C)(=O)=O	-9%	-14%	3%	-3%	-18%	0%	i	-12%[11.4 µM]
Cc1nc(-c2ccncc2)nc(NCCNc2ncccc2C(F)(F)F)c1Cl	5%	1%	-3%	-3%	-2%	.	-7%	-2%
CC(=O)c1ccc(-c2ccc(Cn3c(C)nc4cc(N)c(C)nc43)cc2)cc1	-24%	-8%	-3%	-12%	8%	-5%	-9%	-16%
O=C(COc1ccccc1)N1CCN(C(=O)c2ccc([N+](=O)[O-])cc2)CC1	-10%	2%	-5%	-1%	11%	6%	i	-22%
COc1ccc(C2(c3ccc(OC(C)=O)cc3OC(C)=O)CC(c3ccccc3)NC(=S)N2)cc1 (centres undefined)	1%	-1%	1%	.	2%	-5%	-16%	-10%
COc1ccc(NC(=O)CC2(CC(=O)O)CCCC2)cn1	5%	1%	-1%	-13%	4%	0%	-11%	5%
COc1cc(/C=N/NC(=O)C(C)Nc2n[nH]c(=O)[nH]c2=O)cc(OC)c1O (centres undefined)	-9%	-9%	-4%	-9%	-5%	-11%	-1%	8%
O=c1nc(N2CCOCC2)ccn1Cc1ccc(Br)cc1	4%	-4%	-1%	-24%	7%	-3%	i	.
CC(Sc1n[nH]c(N)n1)C(=O)Nc1cccc(S(=O)(=O)N2CCOCC2)c1 (centres undefined)	-2%	-1%	-1%	-4%	12%	?	i	5%
COc1ccc(NC(=O)C2CCCN(S(=O)(=O)c3cccc4nonc34)C2)cc1 (centres undefined)	4%	3%	-2%	-3%	9%	-3%	-10%	.
CCCCN1C(=O)/C(=C/C=C2/C=Cc3ccccc3N2CC)SC1=S	-5%	0%	11%	-4%	16%	?	-7%	-3%
COc1ccc(N2CCN(C(=O)Cn3c(=O)[nH]c4ccsc4c3=O)CC2)cc1	-2%	-4%	-6%	-5%	-9%	-1%	-11%	-14%
CCOC(=O)COn1c(=O)c(C)[n+]([O-])c2ccccc21	7%	10%	0%	2%	23%	-17%	10%	.
COC(=O)c1ccc(COC(=O)CCc2nc(-c3ccccc3)c(-c3ccccc3)o2)cc1	6%	-2%	0%	-4%	7%	?	i	.
CN(C)c1ccc(-c2n(C)c3ccccc3[n+]2C)cc1	-2%	2%	1%	-20%	-9%	7%	-1%	.
COc1ccccc1NC(=S)N(Cc1ccco1)Cc1cc2cc(C)c(C)cc2[nH]c1=O	18%	-6%	-5%	-3%	2%	-8%	-27%	-8%

Profiles from above:
COc1ccc(C2(c3ccc(OC(C)=O)cc3OC(C)=O)CC(c3ccccc3)NC(=S)N2)cc1 (centres undefined) in the list: GAA glycogen mod: 1%; TRb SRC2 PPI: -1%; TR SRC2 fluor cs: 1%; aGlu spleen mod: .; GoLoco inh red: 2%; GAA inh: -5%; RECQ1 inh: -16%; L3MBTL1 block: -10%
CN(C)c1ccc(-c2n(C)c3ccccc3[n+]2C)cc1 in the list: GAA glycogen mod: -2%; TRb SRC2 PPI: 2%; TR SRC2 fluor cs: 1%; aGlu spleen mod: -20%; GoLoco inh red: -9%; GAA inh: 7%; RECQ1 inh: -1%; L3MBTL1 block: .

Carrying on:
SMILES	GAA glycogen mod	TRb SRC2 PPI	TR SRC2 fluor cs	aGlu spleen mod	GoLoco inh red	GAA inh	RECQ1 inh	L3MBTL1 block
c1ccc(-c2nccc(-c3ccc(-n4cnc5ccccc54)cc3)n2)nc1	8%	-1%	-4%	-4%	10%	-5%	-13%	-14%
Cc1cccc2sc(NC(=O)CN(C)S(=O)(=O)c3cccs3)nc12	-2%	8%	1%	-5%	-13%	0%	-11%	.
Cc1ccc(CNC(=O)Cc2ccc(-n3c(=O)[nH]c4ccsc4c3=O)cc2)cc1	-4%	-13%	-1%	-17%	5%	8%	2%	8%
Cc1ccccc1C(=O)N/N=C1/SCC(=O)N1Cc1ccccc1	12%	2%	-1%	-1%	-5%	-2%	15%	-6%
Nc1cc(=O)[nH]c(N2CCN(c3ccccc3)CC2)n1	2%	0%	-2%	1%	10%	12%	i	2%
Cn1c(=O)c2c(O)c(Cc3ccccc3)c(=O)n(C)c2n(C)c1=O	4%	3%	-1%	2%	3%	.	i	1%
S=C1NCCNC(=S)NCCOCCOCCN1	-4%	1%	-5%	-8%	9%	-15%	-7%	.
COc1ccccc1NC(=O)C/C(C)=N/NC(=O)C12CC3CC(CC(C3)C1)C2	5%	7%	1%	-6%	4%	4%	-11%	.
CCCCC[n+]1cccc2c3ccccc3ccc21	7%	8%	0%	?	16µM*	?	63%[activator]	.
c1cc(-c2nnc3n2CCC3)[nH]n1	-20%	-5%	5%	8%	.	-9%	i	-5%
Cc1ccc(S(=O)(=O)N2CCCCC2)cc1C(=O)c1nccn1C	0%	-8%	0%	0%	6%	-8%	-6%	7%
O=[N+]([O-])c1ccc(N/N=C\c2cccnc2)nc1	17%	1%	-4%	13%	7%	-3%	0%	-2%
Cc1ccnc(NS(=O)(=O)c2ccc(NC(=O)COc3ccccc3)cc2)n1	7%	-13%	0%	-3%	2%	-1%	i	5%
O=C(NCc1ccccn1)c1cc(-c2ccccc2Cl)on1	1%	-1%	0%	0%	7%	7%	-5%	-2%
Cc1nnc(SCc2nnc(-c3cccs3)o2)n1C1CCCCC1	7%	8%	-1%	-2%	8%	-7%	-10%	2%

Assay outcomes: PubChem BioAssay, National Center for Advancing Translational Sciences (NCATS)
